Assay outcomes: PubChem, several laboratories
IEC-6 tox: IEC-6 cytotoxicity, counter-screen for KLF5 inhibitors. luminescence viability. inhibition, % at 5 µM. hit rate 0.78% among 290,000. AID 1825; in the data active = inhibition above about 22%;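 note: 0% = plate median of test compound wells and 100% = cytotoxic reference compound wells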
Dyrk1A ADPGlo: blocks rat Dyrk1A kinase activity. Q63470. ADP-Glo luminescence, NFATc1 peptide. inhibition, % at 12.5 µM. hit rate 0.43% among 310,000. AID 504441; in the data active = inhibition above about 50%;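 note: plate controls were vehicle with enzyme for no effect and no enzyme for full effect; many of its hits are not listed in these tables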
HSP90 inh: blocks HSP90-mediated luciferase refolding in reticulocyte lysate | Rabbit reticulocyte lysate, luciferase refolding luminescence, 3 h | inhibition, % at 5.6 µM | hit rate 0.91% among 290,000 | AID 1789;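 active = inhibition above the screen-wide mean plus 3 SD, computed separately per campaign, cut at about 16% in these data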;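 note: 0% = DMSO wells and 100% = 60 µM geldanamycin wells; inhibitors lower the luminescence because luciferase stays unfolded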
GSK3A inh: inhibitors of human GSK-3 alpha kinase | P49840 | ADP-Glo luminescence, 60 min | hit rate 0.1% among 320,000 | inhibition, % at 10 µM;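 in the data active = inhibition above about 50%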;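 note: GST-tagged GSK-3 alpha with peptide substrate and 25 µM ATP; 0% = DMSO neutral wells and 100% = GW8510 positive control wells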
Target sequence (P49840 whole entry, looked up): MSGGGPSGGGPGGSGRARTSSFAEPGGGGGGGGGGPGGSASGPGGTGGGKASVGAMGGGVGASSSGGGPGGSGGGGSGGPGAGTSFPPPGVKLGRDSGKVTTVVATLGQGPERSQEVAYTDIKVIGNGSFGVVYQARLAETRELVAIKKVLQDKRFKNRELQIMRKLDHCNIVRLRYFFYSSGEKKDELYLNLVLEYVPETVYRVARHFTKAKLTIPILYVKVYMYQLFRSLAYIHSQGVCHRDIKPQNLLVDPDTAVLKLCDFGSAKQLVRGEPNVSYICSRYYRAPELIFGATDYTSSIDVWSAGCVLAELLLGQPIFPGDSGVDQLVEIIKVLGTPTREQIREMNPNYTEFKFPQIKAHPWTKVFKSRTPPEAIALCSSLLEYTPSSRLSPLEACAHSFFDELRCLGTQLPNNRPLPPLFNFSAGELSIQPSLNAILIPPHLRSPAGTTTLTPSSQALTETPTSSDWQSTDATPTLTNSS
KLF5 inhibitor: kruppel-like factor 5 inhibition; DLD-1 KLF5 promoter-luciferase reporter, luminescence; hit rate 0.23% among 290,000; inhibition, % at 5 µM;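 active = inhibition above a per-plate limit of that plate's mean compound inhibition plus 3 SD, cut at about 60% in these data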;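 note: 0% = DMSO wells and 100% = LY294002 at 200 µM; higher means less KLF5 promoter-driven luciferase light; inactives centre near -14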
aSyn UTR inh: MLPCN primary screen, SNCA 5' untranslated region | inhibition, % (tested at 7.5 µM) | AID 1813 | hit rate 0.82% among 300,000 | alpha-synuclein 5'UTR reporter, inhibitor activity; in the data active = inhibition above about 60%;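 note: H4 neuroglioblastoma cells stably carrying SNCA 5'UTR luciferase fusion; 0% = DMSO wells and 100% = positive control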
Platelet DG rel: modulates dense granule release in human platelets. hit rate 0.22% among 300,000. AID 1663. human platelet-rich plasma, SFLLRN dense granule ATP release, luminescence. inhibition, %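 (compounds screened at 7.5 µM in platelet-rich plasma)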;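 active = mean replicate score, as percent of positive control, at or above 50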
HSF1 activator: increases HSF-1 driven luciferase reporter signal. NIH3T3-HGL HSF-1 luciferase reporter, MG132, 8 h; 100% = twice DMSO control signal. activation, % at 9 µM. hit rate 1.7% among 300,000. AID 504408;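 active = mean replicate activation of at least 50% with a set share of replicates each reaching 50%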;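 note: 0% = median of the neutral control wells and 100% = twice that signal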
HSF1 inhib: HSF1 inhibition | NIH3T3-HGL HSE-luciferase, MG132-induced, luminescence 8 h; hits give low values | activity change, negative = inhibition, % at 7.5 µM (by protocol) | hit rate 0.77% among 300,000;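 active = more than half of replicate wells show activity change below -50%, luminescence cut by over half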;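 note: luciferase reports HSF-1 transcriptional activity via heat shock element; 0% = median of DMSO wells and -100% = zero luminescence signal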
GSK3beta inhib: human GSK3beta kinase inhibition; hit rate 0.038% among 300,000; GST-GSK3beta kinase, ADP-Glo luminescence, 60 min; hits give low values; activity score (negative = inhibition), % at 10 µM; AID 2097; P49841;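 active = more than half of replicate wells score below -50%, meaning over 50% inhibition versus plate controls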;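 note: 0% = median DMSO wells and -100% = median GW8510 positive control wells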
Target sequence (P49841 whole entry, looked up): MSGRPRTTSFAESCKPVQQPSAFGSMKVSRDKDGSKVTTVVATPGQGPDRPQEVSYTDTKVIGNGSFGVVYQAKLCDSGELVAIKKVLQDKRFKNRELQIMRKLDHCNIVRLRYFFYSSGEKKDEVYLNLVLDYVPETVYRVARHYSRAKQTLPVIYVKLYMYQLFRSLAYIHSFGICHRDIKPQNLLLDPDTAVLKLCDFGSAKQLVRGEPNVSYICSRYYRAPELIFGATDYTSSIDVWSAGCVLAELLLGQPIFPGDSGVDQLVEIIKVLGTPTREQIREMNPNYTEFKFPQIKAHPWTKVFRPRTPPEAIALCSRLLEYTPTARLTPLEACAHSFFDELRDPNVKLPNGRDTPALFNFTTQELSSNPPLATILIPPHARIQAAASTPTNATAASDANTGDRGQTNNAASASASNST
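Test system: GST-tagged human GSK3beta kinase, cell-free; evaluation: activity score scaled between in-plate DMSO and GW8510 controls; measured by: ADP-Glo luminescence; incubation: 60 min reaction, RT; benchmarks: DMSO and 20 µM GW8510; reagent: peptide substrate plus 25 µM ATP (final); medium: Tris/MgCl2 kinase buffer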
Numbers without * were called inactive; x = no result given. The list is partial; count on the stated rates, not on these rows.

SMILES	IEC-6 tox	Dyrk1A ADPGlo	HSP90 inh	GSK3A inh	KLF5 inhibitor	aSyn UTR inh	Platelet DG rel	HSF1 activator	HSF1 inhib	GSK3beta inhib
COc1ccc(-n2c(COc3ccccc3)n[nH]c2=S)cc1	-1.2	12.2	0.8	0.9	-23.3	-11.9	-2.0	15.3	0.8	1.4
COCCNc1c(-c2ccc(O)cc2)nc2ccc(Cl)cn12	4.5	7.3	-1.2	0.8	-28.5	-69.0	9.2	31.1	29.0	-0.2
CC(C)NC(=O)CCS(=O)(=O)c1cccc2nonc12	-4.9	0.4	7.0	0.2	-25.8	5.1	-2.3	1.5	-2.2	-0.9
CC(=O)N1CCc2cc(S(=O)(=O)CCC(=O)N3CCN(c4ccccn4)CC3)ccc21	0.0	-2.1	5.6	-2.3	-30.2	-0.2	-2.8	0.1	0.5	3.6
CCn1cc(C(=O)NCCCN2CC(C)CC(C)C2)c2cc(OC)c(OC)cc2c1=O (stereo unspecified)	-5.1	-1.0	2.7	5.6	-6.5	2.4	-3.3	1.0	-1.5	-0.6
Nc1c(C(=O)NCCc2ccccc2)nnn1Cc1ccc(Cl)cc1	-7.3	-2.9	-0.6	-7.7	7.0	1.6	2.4	4.3	-6.9	-1.8
COc1ccc(CCNC(=O)C2CCN(S(=O)(=O)c3ccc(-n4cnnn4)cc3)CC2)cc1OC	-0.5	-2.9	-1.7	-6.4	-48.4	22.1	-6.9	-21.9	-7.3	-1.1
CC(C)(C)C(=O)Nc1ccccc1C(=O)Nc1ccncc1	1.2	-3.0	0.2	-0.1	-7.6	-3.0	1.1	0.9	-7.6	-1.1
CC1=Nn2c(nnc2C2CCCCC2)SC1	0.3	-0.2	-0.9	0.5	25.3	12.3	3.3	26.9	-3.7	5.9
Cc1ccc2nsnc2c1S(=O)(=O)N1CCN(CCc2ccccc2)CC1	4.6	5.1	-0.2	-1.4	-31.5	2.3	-1.7	18.3	0.8	-1.5
CC(NC(=O)CCC(=O)NC(C)C1COc2ccccc2O1)C1COc2ccccc2O1 (stereo unspecified)	-8.2	1.1	-4.5	-5.3	-9.6	17.2	-5.1	0.7	-0.2	4.0
Nc1ccc(C(=O)NCCCSc2ccccc2)cc1[N+](=O)[O-]	5.7	-0.4	1.9	0.1	-0.9	8.6	-7.3	13.5	-2.2	0.7

Limited to HSF1 activator, for 2 of the compounds above:
| structure | HSF1 activator |
| --- | --- |
| CC(C)NC(=O)CCS(=O)(=O)c1cccc2nonc12 | 1.5 |
| CC(=O)N1CCc2cc(S(=O)(=O)CCC(=O)N3CCN(c4ccccn4)CC3)ccc21 | 0.1 |

(continued)
SMILES	IEC-6 tox	Dyrk1A ADPGlo	HSP90 inh	GSK3A inh	KLF5 inhibitor	aSyn UTR inh	Platelet DG rel	HSF1 activator	HSF1 inhib	GSK3beta inhib
CCCN1CC=C2C(C#N)=C(N)C(C#N)(C#N)C(c3cc(OC)ccc3OC)C2C1 (stereo unspecified)	-0.5	-4.9	2.7	4.5	-19.7	16.3	0.8	0.4	4.6	0.2
COc1ccc(N(C(C)C(=O)NCCSCc2cccc(Cl)c2)S(C)(=O)=O)cc1 (stereo unspecified)	-4.3	9.1	5.3	x	1.2	21.0	-6.8	-1.4	25.5	3.4
CC(C)N(Cc1ccccc1)C(=O)CN1C(=O)NC2(CCCc3ccccc32)C1=O (stereo unspecified)	-0.9	0.5	4.0	0.3	-3.1	17.3	9.1	-2.4	4.1	1.8
Cc1ccc(C(=O)Oc2ccc3c(c2)ncn3C)cc1	4.2	0.4	-0.4	-0.5	-24.1	-6.1	-5.4	9.6	13.3	1.5
CCCSc1nnc2[nH]c(=O)cc(N)n12	1.4	2.2	1.8	-0.9	16.3	11.4	5.6	3.3	-4.8	-1.6
O=C(CN1CCN(c2ccc(F)cc2)CC1)NCc1ccc(Cl)cc1	0.5	0.2	3.2	-2.7	-27.1	-0.2	5.8	-6.1	-0.8	0.1
C=CCNC(=S)Nc1cccc(N)c1	1.8	-4.5	-3.1	-4.1	-44.0	-36.3	-0.8	-24.5	-12.4	4.7
CCN(CC)C(=S)SCC(=O)NC12CC3CC(CC(C3)C1)C2	3.7	-2.7	3.4	1.6	-7.8	23.4	7.3	17.8	5.4	-3.7
COc1ccc(C(=O)OC(C)C(=O)NC(C)CCc2ccccc2)cc1OC (stereo unspecified)	-12.4	2.3	-2.1	-3.1	-32.0	12.8	2.4	5.3	2.0	-2.5
O=C(Nc1ccccc1)c1ccc(NCC2CCCO2)c([N+](=O)[O-])c1 (stereo unspecified)	7.4	1.0	-0.3	0.6	-40.1	-125.2	2.0	35.3	18.1	1.0
COc1ccc(Oc2ccccc2/C=N/O)cc1	5.4	7.6	6.4	-1.5	-28.2	-22.4	11.4	-11.3	-10.5	2.2
CS(=O)(=O)N1CCN(C(=O)Cc2cccs2)CC1	-4.3	5.1	-2.7	-1.1	-29.7	2.9	-4.6	-2.8	-2.4	0.8
Cc1ccc(/C=N/NC(=O)CNC(=O)c2ccc(S(=O)(=O)N3CCCC3)cc2)o1	-2.2	-2.1	-1.4	-4.5	-7.2	19.8	22.9	12.3	21.6	1.3
COc1ccc(CC(=O)Nc2cc(Cl)ccc2O)cc1	3.6	2.1	-4.4	-1.5	-21.8	-21.4	-6.3	6.8	1.1	-1.1
Cc1cc(C)cc(OCC(=O)O/N=C(\N)c2cccnc2)c1	-2.3	x	-1.2	x	-18.1	-6.0	3.1	-1.3	4.3	0.6
O=C(O)c1ccc2c(c1)C(=O)N(C(Cc1ccccc1)C(=O)O)C2=O (stereo unspecified)	-0.1	-0.1	2.5	-3.2	-37.3	14.8	-3.8	-3.9	-5.8	3.0
CC(C)C(NS(=O)(=O)c1cccc2nsnc12)C(=O)NCc1ccco1 (stereo unspecified)	7.7	-5.4	-0.4	-0.7	-63.2	0.3	1.1	-0.9	-0.8	-1.3
CCc1ccc(NC(=O)CSCc2ccc(C(=O)O)cc2)cc1	1.7	2.3	-3.1	-2.2	-29.5	2.6	0.1	0.5	-2.4	2.8
CC(=O)c1c(C)[nH]c(C(=O)OCc2ccc(F)cc2Cl)c1C	-3.4	x	2.4	-7.9	-5.7	-68.3	2.2	-13.9	1.1	-3.7
COc1cc(/C=C/CO)cc(OC)c1O[C@@H]1O[C@H](CO)[C@@H](O)[C@H](O)[C@H]1O	-2.1	3.3	-2.5	x	12.7	2.1	-0.8	-51.1	-36.3	1.3
O=C(N/N=C/c1cccnc1)C1CCCCC1	3.3	-3.1	-3.6	-6.4	-14.6	-11.3	-1.0	-4.7	-5.4	1.7
CCN1CCN(Cc2ccc(NC(=O)Nc3ccccc3)cc2)CC1	1.5	0.3	20.1*	-0.2	-126.9	-9.8	11.1	-48.8	-42.1	2.4
CCN(CC)S(=O)(=O)c1ccc(-c2nnc(SCC(=O)N3CCOCC3)o2)cc1	8.6	x	0.6	-2.3	-5.8	19.5	9.5	-11.1	0.6	1.0
CCOc1ccc(NC2c3ccccc3C(=O)N2Cc2ccco2)cc1 (stereo unspecified)	-5.0	0.7	0.8	-0.7	1.4	3.3	-3.5	10.1	20.7	-0.6
O=C(O)c1ccc(/C=C2\SC(=S)N(Nc3ccccc3)C2=O)cc1	-2.7	11.3	2.0	-1.3	-38.8	-17.8	25.7	13.8	9.0	5.4
C#CCOCCOCCOCCNc1nc(N2CCN(C(=O)[C@H]([C@@H](C)CC)n3cc(CCCCN)nn3)CC2)nc(N2CCN(C(=O)[C@H](C)n3cc(CCC(=O)O)nn3)CC2)n1	-1.0	-2.1	0.5	-1.6	-25.9	2.6	1.4	-1.7	-3.2	-0.8
O=[N+]([O-])c1ccc(Cl)c(/C=N/n2c(-c3ccncc3)n[nH]c2=S)c1	4.4	x	8.7	2.9	2.8	-77.7	4.3	242.8*	155.0	-1.2
Cc1ccc(NC(=S)NCCO)c(C)c1	-1.1	-6.2	1.9	0.6	-45.2	6.3	-140.2	5.1	0.9	0.8
Cc1ccc(CS(=O)(=O)CCC(=O)NCc2ccc(F)cc2)cc1	4.4	x	6.6	2.2	-17.7	3.6	7.2	-3.8	4.0	0.2
COc1ccc2[nH]c3nc(SCC(=O)NNC(=O)c4ccc(OC)c(OC)c4)nnc3c2c1	-2.0	-6.3	-5.5	0.9	-15.1	-2.9	8.6	2.1	-0.2	0.4
CC1Cc2nc(SCC(=O)Nc3nccs3)n(Cc3ccccc3)c(=O)c2S1 (stereo unspecified)	-0.7	-3.1	0.7	-1.9	-23.8	5.7	-25.2	40.2	24.2	1.4
CC(=O)N1CCN(C(=S)Nc2ccc(SC(F)F)cc2)CC1	1.2	0.2	-3.9	-10.7	-7.2	26.1	-1.6	-0.5	-9.9	-0.9
CC1CCN(C(=S)NC(=O)c2ccco2)CC1	3.3	3.7	8.2	0.6	5.0	-9.7	4.8	7.0	8.8	-0.2
CC(Sc1ccc2c(c1)OCCO2)C(=O)Nc1ccc(N2CCOCC2)cc1 (stereo unspecified)	-1.8	5.4	3.6	-1.0	-28.2	-43.0	0.0	15.7	2.7	-0.9
O=C(N/N=C1\CCCc2ccccc21)c1ccccc1Cl	9.2	2.3	6.2	-0.7	-16.0	-132.5	9.0	15.1	3.1	-1.1
CCn1nc(C)c(NC(=O)/C=C/c2ccc(OC)c(COc3ccc(Br)cc3)c2)c1C	0.1	-5.5	0.1	0.2	-13.7	61.8*	2.5	35.5	0.5	0.0
CC1Sc2ccc(S(=O)(=O)N3CCC(C(=O)NCc4ccc(Cl)cc4)CC3)cc2NC1=O (stereo unspecified)	2.6	-3.0	-0.1	-0.4	-27.8	21.8	8.1	32.6	15.2	0.5
Cn1c(=O)[nH]c(=O)c2c1[nH]c(=S)n2Cc1ccc(Cl)cc1	0.0	-4.0	-0.2	-4.4	-4.9	2.3	-2.6	38.8	9.1	-2.8
O=C1/C(=C\c2ccccn2)SC(=S)N1c1ccc(S(=O)(=O)Nc2nccs2)cc1	-2.6	-4.0	6.0	0.0	-2.7	7.8	-0.9	-11.4	-2.1	1.5
COc1ccccc1OCC(=O)N1CC2(C)CC1CC(C)(C)C2 (stereo unspecified)	-6.6	8.8	0.2	-0.8	-25.8	0.1	-4.8	-1.5	4.3	-0.9
O=C(CN1C(=O)CSc2ccccc21)Nc1ccccc1C(=O)N1CCOCC1	5.4	1.1	1.9	-1.8	8.1	4.6	3.9	-13.4	3.5	x
O=C1N[C@@H](Cc2ccccc2)C(=O)N2[C@@H]1C[C@]1(Br)c3ccccc3N(S(=O)(=O)c3ccccc3)[C@H]21	x	x	x	-1.9	x	-11.7	-1.8	18.1	14.4	6.7
CCNc1nc(NCC)n2c(SCC(=O)Nc3ccc(CC)cc3)nnc2n1	x	5.4	x	-2.9	x	10.8	9.4	-6.2	-2.6	0.3
COc1ccc2occ(C(=O)c3coc4ccc(O)c(CN(C)C)c34)c2c1	-2.4	17.8	0.4	85.0*	-8.9	-59.5	-12.8	23.6	-2.6	-68.4*
